High-throughput results deposited in PubChem BioAssay by National Center for Advancing Translational Sciences (NCATS).
PTAP TSG101 blk: blocks PTAP/TSG101 interaction to inhibit HIV-1 budding; Potency, µM (titrated, usually from 115 µM), for inactives: top-dose activity change, negative = inhibition, actives largely listed as inhibitors; Q99816; Fluorescence polarization, FITC-PTAP peptide / Tsg101 binding; 340,000 tested, under 10 active; AID 493005; active = well fitted inhibition curve with a large enough effect in the main read-out, with a control signal flat, not every such curve was filed as active; inconclusive = small, poorly fitted or top-dose-only effect, or effect the other way, or a change in a side signal; inactive = no such curve, though single readings can be large or run the other way; also: potency is read from the fitted curve at half-maximal effect; % of control where 0% means no effect
Target sequence (Q99816 whole entry, looked up): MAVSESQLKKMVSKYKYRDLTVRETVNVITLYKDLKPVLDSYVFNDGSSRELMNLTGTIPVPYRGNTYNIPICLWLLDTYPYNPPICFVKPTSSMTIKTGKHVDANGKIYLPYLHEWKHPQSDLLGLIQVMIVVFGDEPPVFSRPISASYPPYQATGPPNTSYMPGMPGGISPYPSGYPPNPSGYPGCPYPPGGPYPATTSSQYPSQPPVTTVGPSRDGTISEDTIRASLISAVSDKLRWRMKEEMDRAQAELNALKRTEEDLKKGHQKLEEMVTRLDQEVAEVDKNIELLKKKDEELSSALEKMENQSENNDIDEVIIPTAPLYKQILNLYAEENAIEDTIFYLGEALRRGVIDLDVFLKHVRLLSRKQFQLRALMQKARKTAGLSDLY
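Fluorescence anisotropy tracks displacement of a FITC-tagged PTAP peptide (50 nM) from the Tsg101 binding domain (10 uM), following a 20 min room-temperature incubation at pH 7.5.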
S-ASM inh: blocks human secretory acid sphingomyelinase | P17405 | placental ASM, HMU-PC fluorogenic substrate, 60 min | Potency, µM (highest dose often 57.5 µM), inactives show top-dose activity change, negative = inhibition, most hits filed as inhibitors | 340,000 compounds, 0.006% hits | AID 504937; also: potency is read from the fitted curve at half-maximal effect
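Human placenta-derived ASM enzyme was preincubated with compound for 10 minutes at room temperature, then given fluorogenic substrate HMU-PC0 (9 uM final) for 60 minutes at 37 °C; a pH 10 stop preceded fluorescence reading at Ex 386/Em 447 nm.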
Mito fusion act: blocks mitochondrial division or promotes mitochondrial fusion; S. cerevisiae fusion-defective mutant growth rescue, CellTiterGlo 48 h; Potency, µM (titrated, usually from 46.1 µM), inactives show at the top dose growth rescue (activation), actives largely listed as activators; 320,000 compounds, 0.23% hits; AID 485298;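 also: potency is read from the fitted curve at half-maximal effect; % of control where 0% means no effect; nearly all actives have a fitted effect of over 45% in size; temperature-sensitive fusion mutants such as fzo1-1 at 37 °C on non-fermentable ethanol glycerol medium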
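Compounds are tested for their ability to restore growth of mitochondrial fusion-defective yeast strains at non-permissive 37C in YPEG medium over 48 hours. Viability is quantified by luciferase luminescence.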
TCR act: T cell receptor activation; Potency, µM (top dose mostly 9.22 µM), for the others: at the highest dose activation of IL-2 secretion, hits mostly activators; primary human leukocytes, anti-CD3, IL-2 HTRF, 48 h; 330,000 tested, under 10 active; also: % of control where 0% means no effect
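Activity was scored as IL-2 release from primary human leukocytes given only a TCR signal (a-CD3 beads) plus compound for 48 hr. Detection used a two-antibody HTRF format read at 665nm.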
Tb PFK block: T. brucei PFK enzyme inhibition; 330,000 compounds, 0.17% hits; Potency, µM (titrated, usually from 57.5 µM), inactives show at the top dose activity, negative = inhibition, actives largely listed as inhibitors; T. brucei PFK, ADP-Glo luminescence; O15648; AID 485367;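 also: potency is read from the fitted curve at half-maximal effect; 0% = uninhibited 1x PFK enzyme wells and -100% = no-enzyme wells; nearly all actives have a fitted effect of over 60% in size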
Target sequence (O15648 whole entry, looked up): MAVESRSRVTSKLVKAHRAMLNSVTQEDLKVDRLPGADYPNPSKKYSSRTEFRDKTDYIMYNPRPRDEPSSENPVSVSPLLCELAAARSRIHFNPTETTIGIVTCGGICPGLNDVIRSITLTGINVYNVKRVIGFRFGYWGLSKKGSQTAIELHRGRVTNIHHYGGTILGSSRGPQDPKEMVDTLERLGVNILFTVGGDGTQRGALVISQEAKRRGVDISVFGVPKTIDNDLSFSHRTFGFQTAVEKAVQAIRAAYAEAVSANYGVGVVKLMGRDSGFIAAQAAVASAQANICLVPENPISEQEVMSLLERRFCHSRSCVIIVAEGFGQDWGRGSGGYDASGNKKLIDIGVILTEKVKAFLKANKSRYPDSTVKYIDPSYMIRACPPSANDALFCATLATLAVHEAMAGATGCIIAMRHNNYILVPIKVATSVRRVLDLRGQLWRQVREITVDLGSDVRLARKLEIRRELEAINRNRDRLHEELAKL
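Activity is normalized to no-enzyme wells (full inhibition) and 1.25 nM enzyme wells (no inhibition). Reaction: 0.5 mM F6P, 0.1 mM ATP, 45 min RT, ADP-Glo luminescence; concentration-response curves fitted and classed by quality.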
ELG1 DNA repair: blocks ELG1-dependent DNA repair in HEK293T cells. AID 504467. Potency, µM (series often up to 46.1 µM), inactives show top-dose activity change, negative = inhibition, usual class: inhibitors. HEK293T ELG1-luciferase reporter, luminescence, 16 h; DNA damage induced by 5-fluorouridine. 330,000 compounds, 2.3% hits; also: potency is read from the fitted curve at half-maximal effect; % is scaled to controls: 0 for no effect and ±100 for the full control effect; nearly all actives have a fitted effect of over 55% in size
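Overnight (16 hr) co-exposure of 2,000 cells/well to 5-fluorouridine and compound at 37 °C preceded detection. Luciferase was quantified via ONE-Glo luminescence; loss of signal denotes inhibition.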
A-T KAP1 phos: potential ataxia-telangiectasia treatments restoring KAP-1 phosphorylation; […] A-T fibroblasts, KAP-1 phosphorylation AlphaLISA; neocarzinostatin DNA damage 30 min before lysis; Potency, µM (top dose mostly 57.5 µM), inactives show at the highest dose activation, usual class: activators; 320,000 compounds, 0.19% hits; also: potency is read from the fitted curve at half-maximal effect; % of control where 0% means no effect; nearly all actives have a fitted effect of over 45% in size
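ATM-like activity read as KAP-1 phosphorylation via AlphaLISA donor/acceptor antibody pairs after lysis and 6 hr at 25C. Cells were ATM-null patient fibroblasts ([…], hTERT), dosed 60 min, then exposed to the DSB inducer NCS for 30 min.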
BCR signal inh: inhibitors of chronic active B-cell receptor signaling | ABC-DLBCL IkBa-CBG/CBR reporter, luminescence ratio, 4 h | Potency, µM (titrated, usually from 46.1 µM), inactives show at the highest dose ratio change, negative = lower green/red ratio, actives largely listed as inhibitors | 340,000 compounds, 0.05% hits; active = well fitted inhibition curve with a large enough effect in the signal ratio, with a control signal flat, not every such curve was filed as active; inconclusive = small, poorly fitted or top-dose-only effect, or effect the other way, or a change in a side signal; the % refers to the signal ratio;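 also: potency is read from the fitted curve at half-maximal effect; plate controls were basal doxycycline-induced cells for no effect and cells given 10 µM MG132 for full effect; MG132 reads +100%, hits lower the ratio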
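Doxycycline induced both beetle luciferases in TMD8 lymphoma cells; IKK-driven degradation limits the IkappaBalpha-fused green signal, while red luminescence normalises for cell number and nonspecific effects. Compounds tested up to 46 uM, 4 hrs.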
TSHR antagonist: antagonists of human thyroid stimulating hormone receptor; P16473; TSHR-expressing cells, TSH-stimulated cAMP HTRF, 2 h; hits give low values; activity change, negative = inhibition, % at 11.5 µM; 330,000 compounds, 0.2% hits;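 active = activity change below a set negative limit, meaning inhibition stronger than a set level, cut at about -70% in these data; inconclusive = activity change between two set negative limits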; also: % is scaled to controls: 0 for no effect and ±100 for the full control effect
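Antagonism was scored as loss of TSH-driven cAMP in TSHR cells, stimulated with 4nM TSH (EC80) for 2 hours at 37 deg C and detected by homogeneous HTRF competition immunoassay.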
Integrin act MD: activators of alpha7 integrin expression for muscular dystrophy | alpha7betagal myoblasts, beta-gal FDG fluorescence, 48 h | Potency, µM (titrated, usually from 38.3 µM), for inactives: at the top dose activation, actives largely listed as activators | AID 624291 | 350,000 compounds, 0.064% hits;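 also: potency is read from the fitted curve at half-maximal effect; 100% = response of the positive control SU9516; nearly all actives have a fitted effect of over 60% in size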
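Alpha7betagal+/- myoblasts (passage 13) were plated 16-24 hr, then exposed to compounds (1:260 dilution of DMSO stock) for 48 hours at 37C. After MPER lysis, β-galactosidase reporter activity was read as FDG fluorescence (ex 480/em 540) after 30 minutes.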
Eya2 phos inh: inhibitors of human Eya2 phosphatase activity | O00167 | recombinant Eya2, OMFP fluorescence dephosphorylation (OMFP is methylfluorescein phosphate) | Potency, µM (series often up to 76.9 µM), inactives show top-dose activity, negative = inhibition, usual class: inhibitors | 330,000 compounds, 0.006% hits | AID 488837; also: potency is read from the fitted curve at half-maximal effect; % is scaled to controls: 0 for no effect and ±100 for the full control effect
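Eya2 protein (added as 0.2 uM solution) was preincubated with compound for 10 min at ambient temperature in 50 mM HEPES pH 7.5, 50 mM NaCl, 5 uM MgCl2, 0.05% BSA, 1 mM DTT. OMFP (added at 50 uM) then reacted 10 min; fluorescence read at 485/525 nm.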
Active calls of the source: *; ? = inconclusive; nt = no result given; [ ] = remark or other dose. Unless noted, calls follow the shape of the dose curve; as a rule, active = well fitted curve in the direction sought with a large enough effect; inconclusive = small, poorly fitted or top-dose-only effect, or another doubt; inactive = no such curve, though single readings can be large; an effect the other way counts as inactive or inconclusive.

Values run as follows: TCR act	BCR signal inh	S-ASM inh	Eya2 phos inh	Mito fusion act	A-T KAP1 phos	TSHR antagonist	ELG1 DNA repair	Tb PFK block	PTAP TSG101 blk	Integrin act MD
> Cc1nc(N2CCOCC2)[nH]c(=O)c1C(O)C(Cl)(Cl)Cl (configuration not stated)
→ 6.8%	-3.7%	2.3%	-13.1%	0.0%	0.0%	-0.3	-5.7%	4.1%	-2.2%	16.0%
> O=C(NCCO)/C(=C\c1ccc(Br)cc1)NC(=O)c1cccs1
→ 1.2%[46.1 µM]	-4.8%	8.0%	-12.5%	-11.5%	4.8%	18.4	6.5%	0.0%	-0.7%	3.0%
> COC(=O)C1CCN(Cc2nnc(-c3ccccc3)o2)CC1
→ -8.3%	?	-3.3%	8.1%	-25.2%	-1.1%	5.4	11.7%	-8.8%	-0.5%	1.8%
> O=C(COc1ccc2ccc(=O)oc2c1)NCc1ccccn1
→ 4.5%	-2.7%	0.2%	-9.8%	-5.3%	-1.9%	48.3	10.5%	-15.9%	-0.8%	-12.9%
> O=C(CNC(=O)c1ccco1)OCc1ccc(Br)cc1
→ 2.1%	6.3%	-3.2%	4.1%	2.5%	-1.3%	10.0	0.1%	-1.9%	-2.5%	?
> O=C(Nc1ccc(Cl)cc1)c1ccc(Br)cc1F
→ 0.0%	?	0.2%	13.1%	0.0%	0.9%	17.6	?	-0.6%	-0.4%	23.5%
> COc1cccc(CN(C)CC(=O)Nc2ccccc2N2CCOCC2)c1OC
→ -1.2%	1.8%	0.8%	-2.0%	-4.3%	5.7%	-26.6	-13.5%	1.8%	-0.7%	-12.2%
> Cc1ccc(C(=O)N(CC(=O)NC2CCCC2)c2ccc3c(c2)OCCO3)s1
→ -7.7%	-10.0%	4.1%	-17.2%	3.4%	4.0%	-7.4	?	-8.0%	0.6%	-12.2%
> O=C(Cn1ncc2c([nH]c3ccccc32)c1=O)N1CCN(c2ccccn2)CC1
→ -2.5%	-1.9%	2.0%	2.0%	4.0%	-6.1%	16.2	5.3%	9.1%	-5.8%	-3.8%
> CCCCOc1ccc(N(CC(=O)NC2CCCCC2)C(=O)CCC(=O)Nc2ccccn2)cc1
→ 1.8%	7.6%	0.3%	-16.2%	15.7%	-3.0%	-5.9	3.5%	-7.9%	-0.3%	-24.7%
> CC(C)[C@H](NC(=O)c1ccccc1)C(=O)OCC(=O)c1ccccc1F
→ nt	0.9%	9.2%	-6.8%	1.5%	16.2%	-19.3	-12.5%	-2.6%	0.8%	5.0%
> COc1ccc(Cc2nnc(SC)[nH]c2=O)cc1OC
→ 0.7%	-0.4%	-0.2%	-0.5%	0.6%	6.3%	15.2	5.0%	3.2%	0.4%	-16.3%
> CCOC(=O)c1[nH]c2c(c1C)C(=O)CC(c1ccc(OC)c(OC)c1)C2 (configuration not stated)
→ -2.3%	2.0%	-0.2%	-1.5%	-4.5%	3.2%	2.5	-9.4%	-3.0%	-0.5%	3.4%
> C/C(NC1CCCCC1)=C(/C#N)C(=O)NCCN1CCOCC1
→ 3.4%	-0.2%	1.0%	15.4%	0.5%	0.1%	-8.0	-16.3%	-8.4%	-1.9%	-26.7%
> COc1ccc(CCNc2nc(C)nc3c2nnn3Cc2ccccc2)cc1
→ -2.2%	-0.3%	1.5%	-1.9%	-1.8%	3.0%	-4.9	-0.7%	-4.2%	-3.4%	-0.5%
> CC1=C(C(=O)N2CCOCC2)C(c2cccc3ccccc23)NC(=S)N1 (configuration not stated)
→ 10.3%[46.1 µM]	7.4%	2.4%	1.1%	-2.7%	nt	-0.1	-6.3%	0.2%	-0.5%	-8.2%
> Cc1ccc(C(=O)Nc2ccncc2)c(C)c1
→ -16.4%	-0.9%	0.1%	21.0%	-0.4%	-12.1%	4.0	-14.8%	-1.4%	-1.1%	-4.7%
> CC1CC(C)(C)NC(=S)N1CCC(=O)N1CCc2ccccc2C1 (configuration not stated)
→ nt	1.0%	3.0%	-22.8%	14.4%	0.7%	-3.7	-7.4%	-0.9%	-1.2%	2.5%
> O=C(O)c1ccc(/C=C2\SC(=Nc3ccccc3)N(c3ccccc3)C2=O)cc1
→ 4.6%	?	2.4%	7.3%	-0.9%	3.1%	-7.6	19.1%	2.6%	0.4%	-9.8%
> Cc1ccc(N(Cc2ccccc2O)C(=O)c2ccccc2F)cc1
→ -2.0%	2.0%	-6.1%	2.0%	6.1%	-5.6%	0.1	-6.5%	5.0%	-5.5%	0.8%
> CC(C)S(=O)(=O)C1=NSC2=NC(=O)/C(=C\c3ccc(OC(=O)c4ccco4)cc3)C(=N)N21
→ -1.0%	-7.2%	?	5.1%	0.4%	-7.3%	-15.4	17.2%	-9.8%	-6.4%	-1.2%
> CC#CCCCC(=O)Nc1ccccc1C(=O)O
→ 1.3%	-2.5%	2.0%	6.9%	-1.9%	1.2%	4.3	?	-0.6%	-5.7%	-5.2%
> CC1Cc2ccccc2N1C(=O)C1CCCN(S(=O)(=O)c2cccc3nsnc23)C1 (configuration not stated)
→ 4.5%	7.4%	-3.2%	?	0.0%	5.9%	-0.9	?	1.1%	-0.4%	-7.2%
> COc1ccc(-c2nc(=S)c3ccc4ccccc4c3[nH]2)cc1
→ 4.1%	0.3%	3.4%	18.6%	-4.0%	-3.6%	-6.8	0.4%	1.3%	0.5%	-16.3%
> CC(C)c1ccc(-c2nc3c([nH]2)c(=O)n(C)c(=O)n3C)cc1
→ 0.7%	?	-0.8%	9.3%	1.4%	-0.9%	-1.1	16.9%	-16.5%	-2.6%	-5.0%
> COC(=O)c1c(NC(=O)CS(=O)(=O)c2ccccc2)sc(C)c1C
→ -1.6%	?	nt	16.0%	10.9%	-1.6%	-3.7	?	0.2%	1.2%	-33.2%
> CCOC(=O)c1c(C)[nH]c(C(=O)COC(=O)/C=C/c2ccc3c(c2)OCO3)c1C
→ 3.7%[46.1 µM]	-18.1%	4.2%	-7.0%	0.0%	-4.2%	-0.9	10.7%	-0.4%	1.6%	2.5%
> CCNC(=O)C(=O)NCC(c1ccc2c(c1)OCO2)N1CCOCC1 (configuration not stated)
→ 8.9%	-5.2%	5.7%	6.5%	1.3%	8.3%	56.5	10.1%	-1.9%	-0.4%	8.4%
> CC(=O)OCCn1c(C)[n+](CCOC(C)=O)c2cc(Cl)c(Cl)cc21
→ -4.0%	-3.7%	-0.5%	1.1%	-0.1%	4.6%	-10.2	5.1%	-11.6%	2.2%	0.1%
> Cc1c(NS(=O)(=O)c2cc(C(=O)NCc3cccnc3)cc(Cl)c2Cl)c(=O)n(-c2ccccc2)n1C
→ -8.1%	15.0%	nt	6.0%	0.2%	-3.0%	0.4	8.1%	-15.0%	-2.6%	8.5%
> Cc1ccc(CN2[C@@H](CC3CCCCC3)COCCS2(=O)=O)cc1
→ 0.7%	9.5%	-13.1%	-2.9%	-5.0%	15.0%	-4.9	4.3%	1.6%	-8.0%	19.1%
> O=C(COC(=O)c1ccc(S(=O)(=O)N2CCOCC2)cc1)Nc1nc(-c2ccccc2)cs1
→ -6.5%	?	-7.2%	-10.2%	-4.2%	6.5%	-3.4	?	2.5%	-0.1%	-1.4%
> COc1ccc(NC(=O)N(C)C[C@H]2Oc3c(NC(=O)NC4CCCCC4)cccc3C(=O)N([C@H](C)CO)C[C@@H]2C)cc1
→ 3.2%	-0.2%	-2.6%	6.6%	nt	-4.6%	-9.4	?	2.6%	-6.7%	-9.2%
> COc1ccc2c(c1)c(CC(=O)NCc1cc([N+](=O)[O-])ccc1O)c(C)n2C(=O)c1ccc(Cl)cc1
→ -4.5%	?	-20.4%	5.9%	-4.1%	8.7%	?	?	1.9%	-0.1%	3.7%

Outcome played no part in choosing rows; about 3.2% have a hit in one of these screens.
